MEP2 TOR yeast: modulators of MEP2-GFP levels in yeast, primary screen, S. cerevisiae, multiplex flow cytometry, MLPCN library; 330,000 compounds, 0.51% hits; AID 2016, 2009; S. cerevisiae MEP2-GFP strain, 3 h; 100% = DMSO control level; GFP response vs DMSO, % at 10 µM;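 active means GFP response versus DMSO above a set limit, roughly screen mean plus 3 SD, cut at about 180% in these data; inconclusive means fewer than 70 cells counted for a yeast strain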;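 further: median GFP fluorescence of the barcode-gated MEP2-GFP cells per well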
LAP4 TOR yeast: modulators of LAP4-GFP expression in yeast, primary screen, S. cerevisiae, multiplex flow cytometry, MLPCN library; 320,000 compounds, 0.34% hits; GFP response vs DMSO, % at 10 µM; AID 2023, 2009; 3 h; median GFP as percent of DMSO wells;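 active means GFP response vs DMSO above a set limit, about the screen mean plus 3 SD, cut at about 150% in these data; inconclusive means under 70 cell events counted for the yeast strain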
Efflux pump inh: inhibitors of Candida efflux pumps in yeast, primary screen, S. cerevisiae, Nile Red, multiplex; 330,000 compounds, 0.44% hits; inhibition, % at 10 µM; AID 485275, 2010; S. cerevisiae Candida pump triplex;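 active means plate passing quality check with inhibition over a set limit, or well fluorescence over plate mean plus 4 SD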;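 further: Nile Red retained in pooled yeast measured as flow cytometry median fluorescence; 0% = buffer negative control and 100% = Enniatin B positive control; higher means more Nile Red kept so more efflux inhibition; some compounds called inactive have numbers as strong as hits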
RPL19A TOR yeast: RPL19A-GFP expression modulators in yeast, primary screen, cell-based, S. cerevisiae, multiplex flow cytometry, MLPCN | S. cerevisiae RPL19A-GFP strain, 3 h; stronger effect = lower value | percent response vs DMSO, % at 10 µM | 330,000 compounds, 0.3% hits | AID 2025, 2009;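 active means percent response vs DMSO below 50%; inconclusive means fewer than 70 events counted for the yeast strain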;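 further: median channel GFP fluorescence of the barcoded RPL19A-GFP strain; ratio of sample median GFP to plate DMSO average so 100% = DMSO; lower means less RPL19A-GFP as with rapamycin TOR inhibition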
CIT2-GFP yeast: modulators of CIT2-GFP expression in yeast, primary screen, S. cerevisiae, GFP fusion, multiplex flow cytometry, MLPCN library; S. cerevisiae CIT2-GFP strain, 3 h; 100 means same as DMSO wells; 320,000 compounds, 0.065% hits; GFP response vs DMSO, % at 10 µM;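 active means GFP response relative to DMSO above a set limit, near the screen mean plus 3 SD, cut at about 150% in these data; inconclusive means Fewer than 70 cells measured for a yeast strain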;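 further: ratio of well median GFP fluorescence to mean of DMSO wells on the plate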
AHR activator: AHR activators, primary screen, cell-based, luminescence, luciferase reporter, human; AHR-responsive luciferase reporter cells; Aryl hydrocarbon receptor (Homo sapiens), P35869; AID 2796, 2010; 320,000 compounds, 2.5% hits; activation, % at 5 µM; in the data active means activation above about 47%;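 further: 0% = vehicle wells and 100% = reference agonist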
Target sequence (P35869 whole entry, looked up): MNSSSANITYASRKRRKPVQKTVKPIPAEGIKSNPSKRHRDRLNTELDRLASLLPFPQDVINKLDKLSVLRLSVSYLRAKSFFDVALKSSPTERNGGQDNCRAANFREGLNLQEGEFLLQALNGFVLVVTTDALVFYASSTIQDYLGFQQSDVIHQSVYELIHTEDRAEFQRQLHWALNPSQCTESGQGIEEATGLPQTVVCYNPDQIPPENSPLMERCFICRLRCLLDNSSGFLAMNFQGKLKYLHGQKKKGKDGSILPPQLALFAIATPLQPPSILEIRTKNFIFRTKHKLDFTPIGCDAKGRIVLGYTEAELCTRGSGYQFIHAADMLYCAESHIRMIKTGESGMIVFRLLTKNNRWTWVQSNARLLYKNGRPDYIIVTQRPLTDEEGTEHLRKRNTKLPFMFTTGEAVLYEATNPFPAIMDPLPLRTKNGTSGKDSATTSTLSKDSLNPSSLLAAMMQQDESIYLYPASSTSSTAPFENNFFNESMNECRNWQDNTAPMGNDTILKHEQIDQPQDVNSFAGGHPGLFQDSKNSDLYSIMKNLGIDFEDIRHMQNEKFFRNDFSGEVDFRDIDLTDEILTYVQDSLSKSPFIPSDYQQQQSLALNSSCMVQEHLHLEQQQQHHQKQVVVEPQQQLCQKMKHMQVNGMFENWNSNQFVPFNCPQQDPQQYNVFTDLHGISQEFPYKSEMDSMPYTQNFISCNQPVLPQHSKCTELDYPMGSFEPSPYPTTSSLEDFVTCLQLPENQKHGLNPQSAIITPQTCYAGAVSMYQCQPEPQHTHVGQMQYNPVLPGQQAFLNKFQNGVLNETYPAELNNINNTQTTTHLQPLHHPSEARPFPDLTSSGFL
Yeast superoxide: reduction of superoxide in aged yeast, primary screen, HTS | S. cerevisiae aged cells, superoxide DHE fluorescence; stronger effect = lower value | superoxide response (% of plate mean), % at 10 µM | 330,000 compounds, 0.18% hits | AID 2690, 2010;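 active means superoxide response under a set limit, about three screen SD below normal, cut at about 65% in these data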;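 further: yeast aged for seven days with compound at 30 °C before DHE staining; 100% = average MFI of all compound-treated wells on the plate with controls excluded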
AGP1-GFP MLPCN: modulators of AGP1-GFP expression in yeast TOR pathway, primary screen, cell-based, multiplex flow cytometry, S. cerevisiae, MLPCN library. 3 h; GFP as percent of DMSO wells. GFP response vs DMSO, % at 10 µM. 320,000 compounds, 0.02% hits. AID 2066, 2009;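 active means GFP response relative to DMSO above a set limit, near screen average plus 3 SD, cut at about 150% in these data; inconclusive means fewer than 70 cells counted for the yeast strain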;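 further: median GFP channel fluorescence of the gated AGP1 strain per well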
Starred values were filed as active, the others as inactive; ? = inconclusive; . = no result given; [ ] = dose if it differs, or a comment.

SMILES	MEP2 TOR yeast	LAP4 TOR yeast	Efflux pump inh	RPL19A TOR yeast	CIT2-GFP yeast	AHR activator	Yeast superoxide	AGP1-GFP MLPCN
COc1c(F)c(F)c(C(=O)Nc2ccc(NC(=O)c3ccco3)cc2)c(F)c1F	94	109	-0.2	96	105	-6	105	105
O=C(CCc1ccccc1)Nc1c(F)cccc1F	99	104	0.0	98	100	5	89	103
CN(C)CC(=O)N1c2ccccc2Sc2ccc(Cl)cc21	105	94	0.0	101	101	0	87	105
O=C(Oc1c(-c2ccccc2)c(=O)n2c3c(cccc13)CC2)c1ccco1	91	.	-0.1	97	.	-2	102	.
CC1(C)CC(CNCCC(c2ccc(F)cc2)c2ccco2)CCO1 (configuration not stated)	100	110	-0.1	100	109	2	90	112
O=C(NNC(=O)C1CCC1)c1ccccc1F	92	103	0.1	93	89	1	123	100
COc1ccccc1NC(=O)c1ccc(NS(=O)(=O)c2c(C)noc2C)cc1	104	102	-0.3	112	108	3	88	110
N#CCCOC1(C#CCN2CCCC2)CCCCC1	98	80	-0.1	98	100	0	101	98
O=C(O)C(Cc1c[nH]c2ccccc12)NS(=O)(=O)c1ccc(Cl)c(C(F)(F)F)c1 (configuration not stated)	139	117	-0.5	108	112	13	105	113
O=C(Cn1nnc2ccccc2c1=O)NC1CCCc2ccccc21 (configuration not stated)	102	102	-0.1	98	102	0	85	106
Cc1cccc(C)c1NC(=O)CN(C)CC(=O)Nc1ccccc1Oc1ccccc1	102	95	-0.2	104	105	0	100	102
CC(=O)Nc1ccc(S(=O)(=O)N2C(C)CCCC2C)cc1 (configuration not stated)	102	.	0.1	96	109	1	115	106
COc1ccc(NC(=O)c2cc(C)nc3ccccc23)cc1S(=O)(=O)N1CCOCC1	107	91	-0.2	101	111	0	99	96
Cn1cc(-c2ccccc2C(N)=O)c(=O)c2ccccc21	101	97	0.2	106	90	8	115	97
O=C(CSc1cn[nH]n1)Nc1ccc(Cl)cc1Cl	239*[may fluoresce violet]	76[may fluoresce violet]	0.1	52[may fluoresce violet]	?	0	98	?
CCCN(CCC)S(=O)(=O)c1ccc(C(=O)Nc2nc(-c3ccccc3)c(C(=O)OCC)s2)cc1	103	99	0.2	101	106	-2	99	109
Nc1ncnc2c1ncn2C1CCCO1 (configuration not stated)	95	105	-0.2	101	86	0	102	89
CCCOC(=O)Nc1nc2ccccc2o1	97	91	0.5	100	.	31	97	97
Cc1cc(C)c(NC(=O)C2CCCCN2C)c(C)c1 (configuration not stated)	111	107	0.0	104	112	2	88	112
Cc1ccc(Cn2ccc(NC(=O)c3cc(-c4ccccc4)on3)n2)cc1	107	101	0.0	103	103	-4	87	109
O=C(NCCCN1CCOCC1)NC1CCCCC1	102	102	-0.1	103	103	-1	95	107
CC(=O)c1ccc2c(c1)Nc1ccccc1S2	101	107	-0.3	95	86	-12	100	98
CC1(C)Cc2c(sc3nc(SCC(=O)NCc4ccco4)n(-c4ccccc4)c(=O)c23)CS1	77[may fluoresce red and violet]	?	0.0	?	?	1	101	77[may fluoresce red and violet]
CC(=O)Nc1ccc(NS(=O)(=O)c2cc(-c3n[nH]c(=O)c4ccccc34)ccc2C)cc1	103	106	0.0	98	99	3	105	103
Cn1c(SCC(=O)NC2CC2)nnc1-c1cccs1	103[may fluoresce green]	98[may fluoresce green]	-0.1	94[may fluoresce green]	98[may fluoresce green]	-4	86	99[may fluoresce green]
CN(c1c[nH]c(=O)[nH]c1=O)C1CCCCC1	107	105	-0.2	98	99	-1	100	102
COc1ccc(CCNC(=O)COC(=O)c2cc(S(=O)(=O)N3CCOCC3)ccc2C)cc1OC	101	100	-0.1	98	102	0	87	103
Cc1cccc(C(=O)NCC(C)NC(=O)c2cccc(C)c2)c1 (configuration not stated)	111	93	0.1	104	101	2	108	98
COc1ccc(C(CNC(=O)c2ccc3c(c2)C(=O)N(CCC(C)C)C3=O)N2CCOCC2)cc1 (configuration not stated)	107	97	-0.2	100	104	-3	95	112
COc1ccccc1OCc1nn[nH]n1	103	92	-0.1	106	102	7	112	101
COc1ccc(NC(=O)CN(C)CC(=O)c2c(C)[nH]c3ccccc23)cc1	103	98	-0.2	98	101	10	101	101
O=C(c1ccncc1)N1N=C2CCCCCC2C1(O)C(F)(F)F (configuration not stated)	101	88	1.5	102	95	7	74	94
C=CCn1c(SCC(=O)N2CCN(C(=O)c3ccco3)CC2)nc2sc(CC)cc2c1=O	106	94	0.0	96	101	5	101	99
CC(=O)Nc1ccc(NC(=O)CCNS(=O)(=O)c2cccc3nsnc23)cc1	86	84	0.3	84	.	-2	93	85
O=C(Nc1ccc(N2CCOCC2)cc1N1CCOCC1)c1ccc(Cl)cc1	100	98	0.0	105	100	1	94	102
CCN(C[C@H]1N[C@@](C)(C(=O)OC)[C@H]2C(=O)N(C)C(=O)[C@@H]12)C(C)=O	102	108	-0.2	102	95	-1	94	103
Cc1cccc(NC(=O)/C(C#N)=C/c2cn(CC(=O)NCc3ccco3)c3ccccc23)c1	114	108	0.1	86	93	-1	109	101
CCOC(=O)C1=C(CN2CCc3ccccc32)NC(=O)NC1c1cccc([N+](=O)[O-])c1 (configuration not stated)	104	101	0.6	99	95	11	104	103
O=C(CN1CCN(S(=O)(=O)N2CCCCC2)CC1)Nc1ccc(Cl)c(Cl)c1	106	111	0.1	101	99	-4	125	97
Cc1ccc(NC(=O)c2ccc(Cl)c(N3C(=O)C=CC3=O)c2)cc1	95	129	0.3	50*	69	20	101	61

The last 2 compounds of the section before are carried over, then new ones follow.
SMILES	MEP2 TOR yeast	LAP4 TOR yeast	Efflux pump inh	RPL19A TOR yeast	CIT2-GFP yeast	AHR activator	Yeast superoxide	AGP1-GFP MLPCN
O=C(CN1CCN(S(=O)(=O)N2CCCCC2)CC1)Nc1ccc(Cl)c(Cl)c1	106	111	0.1	101	99	-4	125	97
Cc1ccc(NC(=O)c2ccc(Cl)c(N3C(=O)C=CC3=O)c2)cc1	95	129	0.3	50*	69	20	101	61
O=C(c1ccc(Br)c([N+](=O)[O-])c1)N1CCN(Cc2ccccc2)CC1	108	86	-0.1	103	103	-1	124	106
CC(C)=N/N=C1\NC(=O)C(C)S1 (configuration not stated)	103	106	0.0	96	101	9	98	100
Cc1ccc(C)c(NC(=S)NC2CC3CCCC(C2)N3CC(C)C)c1 (configuration not stated)	97	93	-0.1	98	101	-2	87	101
CCOC(=O)c1c(NC(=O)CCC(=O)O)sc2c1CC(C)(C)OC2	92	94	0.0	86	95	1	119	.
COC(=O)c1ccccc1NC(=O)CNCCc1ccc(OC)c(OC)c1	103	102	0.1	98	112	1	90	106
CC1(C)Cc2c(cnn2-c2ccccc2)C(NC(=O)c2ccoc2)C1 (configuration not stated)	95	94	-0.1	97	97	1	93	98
CSc1sc(C(=O)NN)c2c1C(O)CCC2 (configuration not stated)	94	110	-0.1	104	106	80*	89	97
Cc1ccccc1NC(=O)COC(=O)c1cc(S(=O)(=O)N2CCOCC2)ccc1C	96	93	0.1	96	96	0	102	94
CCOCCCNC(=O)C1CC(=O)N(CCc2ccc(C)cc2)C1 (configuration not stated)	107	110	0.1	107	112	0	99	113
COc1ccc(C(N)=O)cc1NC(=O)c1cccc(F)c1	100	98	0.1	101	96	61*	103	98

Arranged by the number under AHR activator (largest number first): 5 of the compounds above.
canonical_smiles | MEP2 TOR yeast | LAP4 TOR yeast | Efflux pump inh | RPL19A TOR yeast | CIT2-GFP yeast | AHR activator | AGP1-GFP MLPCN
CC(C)=N/N=C1\NC(=O)C(C)S1 (configuration not stated) | 103 | 106 | 0.0 | 96 | 101 | 9 | 100
Cc1cc(C)c(NC(=O)C2CCCCN2C)c(C)c1 (configuration not stated) | 111 | 107 | 0.0 | 104 | 112 | 2 | 112
CCOC(=O)c1c(NC(=O)CCC(=O)O)sc2c1CC(C)(C)OC2 | 92 | 94 | 0.0 | 86 | 95 | 1 | .
O=C(NCCCN1CCOCC1)NC1CCCCC1 | 102 | 102 | -0.1 | 103 | 103 | -1 | 107
CC(=O)c1ccc2c(c1)Nc1ccccc1S2 | 101 | 107 | -0.3 | 95 | 86 | -12 | 98

(list continues)
SMILES	MEP2 TOR yeast	LAP4 TOR yeast	Efflux pump inh	RPL19A TOR yeast	CIT2-GFP yeast	AHR activator	Yeast superoxide	AGP1-GFP MLPCN
Cc1ccccc1C(C(=O)NC1CCCC1)N(C(=O)CNC(=O)c1ccco1)c1cccnc1 (configuration not stated)	106	93	-0.1	104	110	-1	71	104
Cc1cc(NC(=O)CSc2nnc(CNC(=O)c3ccc(F)cc3)o2)no1	99	91	-0.8	101	94	3	83	92
Cc1cc(C(=O)COc2ccc(-c3nnco3)cc2)c(C)n1Cc1ccccc1	101	102	0.2	100	93	-1	120	97
Cc1cnc(C(=O)OCC(=O)c2ccc(C3CCCCC3)cc2)cn1	98	111	0.0	102	108	0	102	105
Cc1cc(C)cc(Oc2ncnc3c2ncn3Cc2c(Cl)cccc2Cl)c1	92	95	0.2	89	79	-5	140	.
O=[N+]([O-])c1ccc(O)c(-c2nc(-c3ccccc3)c(-c3cccs3)[nH]2)c1	98	83	0.1	99	101	9	109	99
Cc1ccc(S(=O)(=O)NC2=NCN(C)CN2)cc1[N+](=O)[O-]	94	73	0.0	100	105	-2	90	95
CCC(=O)Nc1ccc(-c2nnc(SCC(=O)N3CCCCC3)n2C)cc1	105	107	-0.1	106	110	0	101	110
O=C(C[C@H]1C/C=C\C[C@H](Cc2ccc(F)cc2)C(=O)O[C@@H](c2ccccc2)CNC1=O)N[C@H](CO)Cc1ccccc1	90	92	0.0	87	73	-1	82	91
O=C(NCc1cccs1)c1ccc(N2CCCC2=O)cc1	114	105	0.0	102	114	-1	107	104
Cc1cccc(NC(=O)CNCC(=O)Nc2cccc(C)c2C)c1C	95	92	0.2	98	99	3	108	94
CN1CCC(N(C)C(=S)Nc2ccc(F)cc2)CC1	109	93	-0.1	98	95	7	102	102
O=[N+]([O-])c1cccc(/C=N/n2c(C3CCCCC3)n[nH]c2=S)c1	99	95	-0.1	103	96	4	102	95
CCN(CC)CCCNC(CC(=O)Nc1cccc([N+](=O)[O-])c1)C(=O)O (configuration not stated)	98	91	0.1	101	104	3	91	99
CCOC(=O)CC1COCCN1Cc1cn[nH]c1-c1ccc2c(c1)OCO2 (configuration not stated)	100	96	0.8	102	96	2	89	93

Record cards (already shown).
`CC(=O)c1ccc2c(c1)Nc1ccccc1S2` across the screens: MEP2 TOR yeast = 101; LAP4 TOR yeast = 107; Efflux pump inh = -0.3; RPL19A TOR yeast = 95; CIT2-GFP yeast = 86; AHR activator = -12; Yeast superoxide = 100; AGP1-GFP MLPCN = 98
`O=[N+]([O-])c1cccc(/C=N/n2c(C3CCCCC3)n[nH]c2=S)c1` across the screens: MEP2 TOR yeast = 99; LAP4 TOR yeast = 95; Efflux pump inh = -0.1; RPL19A TOR yeast = 103; CIT2-GFP yeast = 96; AHR activator = 4; Yeast superoxide = 102; AGP1-GFP MLPCN = 95
